# BaF3 tox – parental Ba/F3 cell viability inhibition, counter-screen for JAK2V617F inhibitor project, murine pro-B, CellTiter-Glo luminescence; CellTiter-Glo ATP luminescence; inhibition, % at 5.6 µM; hit rate 1.1% among 220,000; AID 1486, 2009;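 active = inhibition above a per-campaign cutoff, the mean inhibition of all tested compounds plus 3 SD, cut at about 27% in these data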;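 note: 0% = DMSO wells and 100% = JAK Inhibitor I control wells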
# p47phox inh – p47phox/p22phox peptide binding inhibitors, primary screen, biochemical, uHTS, NADPH oxidase regulatory subunit. inhibition, % at 24.7 µM. Neutrophil cytosol factor 1 (Homo sapiens), P14598. fluorescence polarization, 2 h. hit rate 0.53% among 220,000;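 active = inhibition above about 30%, limit read from the data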;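 note: 0% = p47phox with labelled peptide and 100% = labelled peptide alone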
# Target sequence (P14598 whole entry, looked up): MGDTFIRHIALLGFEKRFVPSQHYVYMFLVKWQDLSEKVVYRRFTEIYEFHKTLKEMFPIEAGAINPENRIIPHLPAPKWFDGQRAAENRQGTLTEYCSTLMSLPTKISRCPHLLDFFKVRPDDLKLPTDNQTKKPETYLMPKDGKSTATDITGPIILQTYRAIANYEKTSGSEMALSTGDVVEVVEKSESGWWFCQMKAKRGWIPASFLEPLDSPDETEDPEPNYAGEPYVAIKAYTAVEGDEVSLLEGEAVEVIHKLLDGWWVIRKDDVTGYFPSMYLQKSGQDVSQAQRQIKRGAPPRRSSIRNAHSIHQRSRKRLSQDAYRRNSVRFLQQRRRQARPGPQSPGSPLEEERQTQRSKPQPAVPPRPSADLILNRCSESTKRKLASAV
# S1P4 ag – S1P4 receptor agonists, primary screen, cell-based | Sphingosine 1-phosphate receptor 4 (Homo sapiens), O95977 | S1P4-expressing cell line, agonist reporter assay | activation, % at 4.98 µM | hit rate 0.35% among 220,000 | AID 1509, 2009; in the data active = activation above about 11%;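 note: 0% = DMSO vehicle and 100% = reference agonist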
# Target sequence (O95977 whole entry, looked up): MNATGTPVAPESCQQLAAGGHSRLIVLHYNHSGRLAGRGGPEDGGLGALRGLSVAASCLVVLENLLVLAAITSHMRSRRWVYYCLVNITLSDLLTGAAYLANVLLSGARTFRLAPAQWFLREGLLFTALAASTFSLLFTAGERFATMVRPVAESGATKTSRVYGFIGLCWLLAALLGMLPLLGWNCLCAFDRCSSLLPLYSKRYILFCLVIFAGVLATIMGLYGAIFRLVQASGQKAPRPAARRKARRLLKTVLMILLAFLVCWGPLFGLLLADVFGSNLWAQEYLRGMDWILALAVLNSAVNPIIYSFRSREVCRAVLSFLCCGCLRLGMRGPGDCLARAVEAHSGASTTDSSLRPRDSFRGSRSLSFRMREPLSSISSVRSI
# S1P4 antagonist – S1P4 receptor antagonists, primary screen, cell-based; AID 1510, 2009; S1P4-expressing cells, antagonist mode, reporter read-out; hit rate 0.26% among 220,000; inhibition, % at 4.98 µM; Sphingosine 1-phosphate receptor 4 (Homo sapiens), O95977; in the data active = inhibition above about 29%;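 note: 0% = wells stimulated with agonist and 100% = vehicle wells without agonist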
# CHOP inh – inhibitors of CHOP promoter induction, primary screen, cell-based, unfolded protein response, luciferase reporter; AID 2732, 2010; inhibition, % at 10 µM; hit rate 3.8% among 220,000; CHO-K1 CHOP-promoter luciferase, tunicamycin-induced, 15-18 h;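 active = compounds that reduced the stress-induced luciferase reporter signal by more than about 70% of percent inhibition, limit read from the data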;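 note: 0% = tunicamycin plus vehicle and 100% = wells without tunicamycin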
# NPY1 pot ag – NPY-Y1 receptor potentiators or agonists, primary screen, cell-based | activation, % at 3.6 µM | hit rate 0.37% among 220,000 | AID 1304, 2008 | NPY-Y1 expressing cells, potentiator/agonist activation; in the data active = activation above about 33%, passing the limit was not always enough;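 note: cells stimulated with NPY at EC10 then isoproterenol at EC100; 0% = low agonist plus stimulus and 100% = saturating agonist plus stimulus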
# NPY2 pot ag – NPY-Y2 potentiators or agonists, primary screen, cell-based | Neuropeptide Y receptor type 2 (Homo sapiens), P49146 | cells expressing NPY-Y2, potentiator/agonist read-out | activation, % at 3.6 µM | hit rate 0.45% among 220,000; in the data active = activation above about 27%;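 note: cells stimulated with NPY near EC25 plus isoproterenol at EC100; 0% = vehicle plus submaximal agonist and 100% = vehicle plus saturating agonist; some results beyond the cut were filed as inactive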
# Ba/F3 V617F tox – reduced viability of JAK2V617F-dependent Ba/F3 cells, primary screen, JAK2V617F inhibitor project, cell-based, Ba/F3 EpoR-JAK2V617F, luminescence. ATP luminescence. AID 1446, 2008. inhibition, % at 5.6 µM. hit rate 1.1% among 220,000;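 active = inhibition above the campaign mean plus 3 SD over all tested compounds, cut at about 24% in these data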;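 note: cytokine-independent growth of Ba/F3 cells driven by EpoR plus mutant JAK2; 0% = DMSO-treated cells and 100% = JAK inhibitor I control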
# NPY Y1 blocker – NPY-Y1 receptor antagonists, primary screen, cell-based; Neuropeptide Y receptor type 1 (Homo sapiens), P25929; hit rate 1% among 200,000; AID 1040, 2008; inhibition, % at 3.6 µM; HEK293-CNG Y1 cells, membrane potential fluorescence; NPY at EC95, then isoproterenol;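 active = inhibition above the campaign mean inhibition of all tested compounds plus 3 SD, cut at about 20% in these data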;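 note: 0% = DMSO wells given NPY plus isoproterenol and 100% = isoproterenol alone without NPY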
#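 Material: HEK293 cells with Y1 receptor plus CNG channel; times: compound incubation 1 h at room temperature, readout 45 min post-stimulation; signal: fluorescence, membrane potential probe; read-out basis: fluorescence ratio normalized to % inhibition between controls; benchmarks: full-block control isoproterenol-only wells, zero-block control NPY plus isoproterenol wells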
# * marks the source's active call; other numbers are inactive results; · = not tested or not shown.
SMILES,BaF3 tox,p47phox inh,S1P4 ag,S1P4 antagonist,CHOP inh,NPY1 pot ag,NPY2 pot ag,Ba/F3 V617F tox,NPY Y1 blocker
CCOC(=O)Cn1c(C)nc2c(C(=O)OCC)sc(C)c2c1=O,2,-12,2.2,-13,25,19,3,0,1
N#Cc1ncc(C(F)(F)F)cc1Sc1ccc(N)cc1,3,-4,0.8,9,59,9,-10,-2,-5
N#CC(C(=O)NCc1ccccc1)c1nc2ccccc2nc1N1CCCC1 (stereo not given),2,-33,-2.3,4,58,22,9,-5,11
c1coc(Cn2c(SCc3nc4ccccc4[nH]3)nnc2-c2cnccn2)c1,6,-16,1.6,-3,6,-11,4,0,0
Cc1cccc(CN2CCN(Cc3nc4c(s3)CCCC4)CC2CCO)n1 (stereo not given),1,13,1.1,-21,11,-2,-7,0,-1
COc1ccccc1C(CC(=O)Nc1nccs1)c1ccco1 (stereo not given),4,-21,0.3,-7,17,4,-5,1,10
O=C(NC1CC2CCCC(C1)N2S(=O)(=O)c1ccccc1)C1CCCCC1 (stereo not given),-2,-9,1.1,-11,23,7,5,-4,-1
Cc1ccc(NC(=O)CC2SC3=NCCCN3C2=O)c(C)c1 (stereo not given),4,3,-0.1,-11,18,10,19,-1,-5
CCN(CC)S(=O)(=O)c1ccc(OCC(=O)NCc2ccccc2)cc1,3,-15,-0.1,4,2,-26,-6,-2,8
Cc1cccc(C(=O)Nc2onc(C)c2C#N)c1,1,2,0.7,-8,13,-18,-2,-1,5
CC(=Nc1ccccc1)C1=C(O)CSC1=O,0,-12,-2.2,-13,2,8,4,-2,0
CC1(C2CC2)NC(=O)NC1=O (stereo not given),2,-3,2.4,17,19,-30,-17,-2,4
CCOC(=O)c1c(N2C(=O)C3C4C=CC(O4)C3C2=O)sc2c1CCCC2 (stereo not given),5,0,-0.3,-3,-7,-18,-8,5,-1
C[C@@H]1CCC[C@@]2(O[C@H](CCO)C[C@@H](O)[C@@H]2O)O1,1,-2,0.2,-1,-14,-10,2,-4,6
CC(CCc1ccccc1)NC(=O)c1ccc(NC(=O)c2ccccc2)cc1 (stereo not given),3,2,-1.2,0,85*,-14,3,4,8

# A draw from above in order of count of non-hydrogen atoms, falling.
SMILES,BaF3 tox,p47phox inh,S1P4 ag,S1P4 antagonist,CHOP inh,NPY1 pot ag,NPY2 pot ag,Ba/F3 V617F tox,NPY Y1 blocker
Cc1cccc(CN2CCN(Cc3nc4c(s3)CCCC4)CC2CCO)n1 (stereo not given),1,13,1.1,-21,11,-2,-7,0,-1
CCOC(=O)c1c(N2C(=O)C3C4C=CC(O4)C3C2=O)sc2c1CCCC2 (stereo not given),5,0,-0.3,-3,-7,-18,-8,5,-1
CCOC(=O)Cn1c(C)nc2c(C(=O)OCC)sc(C)c2c1=O,2,-12,2.2,-13,25,19,3,0,1
N#Cc1ncc(C(F)(F)F)cc1Sc1ccc(N)cc1,3,-4,0.8,9,59,9,-10,-2,-5
CC(=Nc1ccccc1)C1=C(O)CSC1=O,0,-12,-2.2,-13,2,8,4,-2,0

# Next entries
SMILES,BaF3 tox,p47phox inh,S1P4 ag,S1P4 antagonist,CHOP inh,NPY1 pot ag,NPY2 pot ag,Ba/F3 V617F tox,NPY Y1 blocker
COc1ccc(CCNC(=O)CSc2nnc(-c3cccc(F)c3)o2)cc1OC,1,-9,3.1,-32,26,-15,10,-3,-2
CC(c1nc2ccccc2c(=O)[nH]1)N1CCOCC1 (stereo not given),4,-5,-1.2,-7,5,7,0,0,-1
Cc1cccc(N2CC(C)Cn3c2nc2c3c(=O)n(CC(=O)OCc3ccccc3)c(=O)n2C)c1 (stereo not given),4,-40,0.4,-22,50,-11,0,1,5
COC(=O)c1sccc1NC(=O)COc1ccc(Cl)cc1,3,8,1.9,-11,-39,-63,-15,-2,-1
O=C(Nc1ccc2oc(-c3cccnc3)nc2c1)c1cccnc1,0,5,2.0,0,6,16,12,2,5
Nc1nnc(-c2ccccc2Cl)s1,5,7,-3.0,-4,16,-8,18,1,4
O=C(NC(=S)N1CCCc2ccccc21)c1ccc([N+](=O)[O-])cc1,3,3,-1.1,-7,-26,18,10,-4,-4
CCO[C@@H]1OC(C(=O)NC2CC2)=C[C@H](c2ccc(C(F)(F)F)cc2)[C@H]1CCCO,-1,·,-0.2,-7,2,3,7,0,1
CSCc1nc2scc(-c3ccccc3)c2c(=O)[nH]1,5,3,-3.7,-1,5,5,-10,8,-1
CC(=O)c1ccc(N2CCN(C(=O)c3cc4c(-c5ccccc5F)nn(C)c4s3)CC2)cc1,5,-25,-2.1,-15,60,-10,-10,0,6
Cc1ccccc1-c1cc(-c2ccccc2O)n[nH]1,2,-3,-1.2,16,80*,6,5,-4,-2
O=C(NNC1=C(C(=O)C(F)(F)F)CCC1)c1ccncc1,8,-3,-1.3,-10,10,-9,-2,5,1
O=C(/C=C/c1ccc2c(c1)OCO2)NCc1ccc(F)cc1,8,0,-2.0,2,27,-5,-14,1,19
Cc1ccc(/C=C/C(=O)c2ccccc(=O)c2O)c(C)c1,2,-20,0.2,-4,77*,-14,1,-4,3
CS(=O)(=O)N(CC(=O)N1CCC(C(N)=O)CC1)c1ccc(Cl)c(C(F)(F)F)c1,2,1,0.9,5,2,2,-4,1,1
Cc1cc(C)nc(NC(=O)c2c(-c3ccccc3Cl)noc2C)n1,1,6,-0.8,-27,25,-12,-7,-2,-8
CSc1nn2cc(CCN3CCOCC3)c(-c3ccc(F)cc3)nc2c1C#N,5,1,1.5,-1,11,-2,-11,3,4
O=C(C1=NN[C@@H]2C(=O)N(c3ccccc3C(F)(F)F)C(=O)[C@H]12)C(c1ccccc1)c1ccccc1,2,-38,0.0,-6,13,6,-4,2,-4
CSc1nc(N)c2c(n1)OC(N)=C(C#N)C2c1cccnc1 (stereo not given),-1,-15,3.1,-26,-3,6,13,-4,-2
O=S(=O)(NC1c2cccc3cccc(c23)C1N1CCNCC1)c1ccccc1 (stereo not given),5,-26,-0.3,1,21,-24,-7,1,4
CSc1nnc(CCNC(=O)OC(C)(C)C)o1,-2,5,0.7,5,-5,-13,1,2,·
O=C(Nc1ccc2c(c1)OCO2)C1CCN(S(=O)(=O)c2ccc3c(c2)OCCO3)CC1,5,-12,-1.0,-4,67,0,3,2,-4
CCOC(=O)c1cc2c(=O)n3ccccc3nc2n(Cc2ccco2)c1=NC(=O)c1cccnc1,7,-9,9.1,-1,18,-9,-17,7,-4
O=C(COc1cccc(-n2cnnn2)c1)Nc1ccccc1,0,1,1.5,-21,33,2,-7,0,-2
CCOC(=O)c1ccc(CC2S/C(=C(\C#N)C(C)=O)NC2=O)cc1 (stereo not given),4,-4,0.3,-3,27,10,-9,-1,0
O=c1/c(=C/c2ccco2)sc2n1CN(c1cccc(Br)c1)CN=2,3,-27,0.2,-6,-3,-7,-6,-2,0
Cc1c(O)ccc(C(=O)CN2CCN(Cc3ccc4c(c3)OCO4)CC2)c1O,-2,-7,0.7,-1,30,12,-4,6,8
O=c1c2[nH]c3ccc(F)cc3c2nc2n1CCCS2,-2,-9,1.1,-2,-9,-6,-5,1,-3
Cc1ccc2nc(SC(C)C(=O)NC3CCCc4ccccc43)[nH]c2c1 (stereo not given),4,-2,-0.7,-9,45,-2,-9,-3,5
O=C(COc1ccc(-c2ccccc2)cc1)NNC(=O)NC1CCCCC1,-3,1,2.1,12,-10,-6,-10,-3,8
Cc1cc(C)c(C)c(OCCCN(C)C)c1,4,-2,1.0,4,8,-9,-10,1,4
O=C(c1cc(-c2ccc(F)cc2)on1)N1CCCc2ccccc21,-1,-10,0.3,-1,-13,-8,2,-4,6
O=C(CCCc1nc(-c2ccccc2Cl)no1)NCc1cccnc1,3,-17,-0.2,-7,18,15,1,-1,-3
O=C(NC(=S)NNC(=O)c1cc2ccccc2cc1O)c1ccco1,13,-20,-0.3,-2,24,-5,-12,22,0
CCN(CC)CCN(C(=O)c1ccc(N2C(=O)CCC2=O)cc1)c1nc2cc3c(cc2s1)OCO3,4,3,0.9,12,-31,-5,-16,-2,2
O=C(NC1=NCCS1)C1CC(=O)N(c2ccc(F)cc2)C1 (stereo not given),3,1,-2.2,-25,0,4,-8,3,-4
C=C(C)c1cccc(C(C)(C)NC(=O)Nc2ccc(C)cn2)c1,3,-4,0.1,11,49,16,3,-1,8
COc1cc(OC)cc(C(=O)N2CCN(C(=O)c3ccc(-c4ccccc4)cc3)CC2)c1,3,-25,0.9,7,3,0,-5,1,-2
C=CCNC(=S)N(Cc1ccccc1)Cc1ccc(F)cc1,4,-6,1.9,-12,26,3,2,0,7
Cn1cc([N+](=O)[O-])c(C(=O)Nc2ccc3c(c2)OCCO3)n1,14,-12,-3.2,-13,-1,-8,-16,9,4
CC(=O)c1ccc(OCCOc2ccc(C#N)cc2)cc1,0,-6,0.1,-6,-7,-16,-13,-1,·
CC(Sc1nnc2ccccn12)C(N)=O (stereo not given),1,-9,0.2,1,-12,10,-7,-6,0
Cc1csc(SCC(=O)c2c(N)n(C)c(=O)n(C)c2=O)n1,3,-2,2.3,-4,-44,6,0,1,6
Cc1ccc(C(=O)Nc2cc(-c3ccn[nH]3)c(C)n(N)c2=O)cc1,1,-4,0.5,10,5,-8,10,0,1
NNC(=O)CN(CCc1ccccc1)S(=O)(=O)c1ccc(Cl)cc1,8,5,-2.6,8,0,-11,-8,1,-5
Cc1cc(S(=O)(=O)N2CCN=C2c2ccccc2)ccc1F,3,5,1.5,-18,9,4,-9,1,4
CCN(CC#CCC(O)(c1ccccc1)c1ccccc1)C(C)C,0,1,-0.4,-29,27,-9,-2,-3,-1
COc1cc(N=Nc2c(C)n(C)n(-c3ccccc3)c2=O)ccc1N,7,-7,-1.2,-6,10,-17,-14,5,0
COc1ccc(C(=O)N/N=C/c2ccc(OC)c(CN3CCCc4ccccc43)c2)cc1,5,-49,0.8,-29,3,-3,1,0,2
COc1cc(OC)c(C(=O)NCCCn2ccnc2)cc1OC,6,-8,-1.6,1,16,-6,2,-2,8
O=C(/C=C/Nc1cccc([N+](=O)[O-])c1)c1cccs1,4,-27,-0.1,7,4,9,16,-2,0
CS(=O)(=O)N1CCN(C(=O)Cc2ccccc2)CC1,-1,-38,2.9,-17,9,5,4,-2,2
CCOC(=O)C(C)Sc1nc(=O)n2cccc(C)c2n1 (stereo not given),7,-11,-0.2,-4,33,2,-6,5,2
CCOC(=O)c1sc(NC(=S)NC(=O)c2ccccc2)nc1C,11,-3,1.4,-5,51,13,8,1,1
CCOC(=O)N1CCC(NC(=O)c2cc(C(=O)NC3CCN(Cc4ccccc4)CC3)ccc2CO)CC1,11,-1,-0.6,18,-7,-8,-5,1,2
CCOc1ccc(C(=O)N(c2ccccn2)C2CCCCC2)cc1,9,-4,2.5,-13,-12,-8,-20,5,4

# High-throughput results from PubChem BioAssay.
